MC4R antag cAMP: MC4R antagonists of cAMP signaling, primary screen, cell-based, TR-FRET, antagonist arm of biased-ligand search. inhibition, % at 6.5 µM. Melanocortin receptor 4 (Homo sapiens), P32245. AID 540295, 2011. MC4R-expressing cells, MTII-stimulated cAMP, LANCE TR-FRET. 0.48% of 360,000 active;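 active means inhibition above its plate's cutoff, the mean of tested wells on that plate plus 3 SD, cut at about 29% in these data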;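 further: 0% = Melanotan II alone and 100% = Melanotan II plus saturating MCL0020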
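Material: human MC4R-expressing U2OS cells. Probe or stimulus: Melanotan II challenge. Dosing: 6.5 µM single dose. Times: 30-min compound, 1-h challenge, 1-h detection, room temperature. Technique: TR-FRET with Eu-cAMP and labeled anti-cAMP, 671 nm. Replication: singlicate.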
N-glyco inh: increase of ERlucT glycosylation luciferase signal, primary screen, N-linked glycosylation inhibitor project, D54 ERlucT cells, luminescence, set 2. D54 ERlucT glycosylation luciferase reporter, 24 h; percent of 100 nM tunicamycin response. reporter increase, % at 12.5 µM. 0.23% of 360,000 active;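 active means mean luciferase reporter signal, scaled so untreated is 0 and the glycosylation-blocking control 100, at or above a set limit in every replicate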;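 further: luciferase carries N-glycosylation sites so blocking glycosylation raises the light; 0% = median of neutral control wells and 100% = median of 100 nM tunicamycin wells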
aDG glyco up: activators of alpha-DG glycosylation, primary screen, uHTS, Pro5-aDG cells, AlphaScreen. alpha-DG glycosylation AlphaScreen (IIH6); 0% Pro5, 100% B10-LARGE cell signal. activation, % at 10 µM. 0.22% of 360,000 active. AID 624168, 2012;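 active means activation of at least 8% versus controls, or a plate z-score of at least 8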;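 further: Pro5 are CHO cells carrying HIG-tagged alpha-DG that lacks glycosylation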
m5-HT2A agonist: mouse Htr2a agonists via beta-arrestin recruitment, primary screen, cell-based, luminescence; activation, % at 7.6 µM; AID 624169, 2012; 0.66% of 360,000 active; CHO-K1 mHTR2A beta-arrestin complementation; percent of 30 µM serotonin response;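 active means activation above a run cutoff, the mean activation of all tested compounds plus 3 SD, cut at about 14% in these data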;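 further: 0% = plate median of compound wells and 100% = 30 µM serotonin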
Target sequence (P35363 whole entry, looked up): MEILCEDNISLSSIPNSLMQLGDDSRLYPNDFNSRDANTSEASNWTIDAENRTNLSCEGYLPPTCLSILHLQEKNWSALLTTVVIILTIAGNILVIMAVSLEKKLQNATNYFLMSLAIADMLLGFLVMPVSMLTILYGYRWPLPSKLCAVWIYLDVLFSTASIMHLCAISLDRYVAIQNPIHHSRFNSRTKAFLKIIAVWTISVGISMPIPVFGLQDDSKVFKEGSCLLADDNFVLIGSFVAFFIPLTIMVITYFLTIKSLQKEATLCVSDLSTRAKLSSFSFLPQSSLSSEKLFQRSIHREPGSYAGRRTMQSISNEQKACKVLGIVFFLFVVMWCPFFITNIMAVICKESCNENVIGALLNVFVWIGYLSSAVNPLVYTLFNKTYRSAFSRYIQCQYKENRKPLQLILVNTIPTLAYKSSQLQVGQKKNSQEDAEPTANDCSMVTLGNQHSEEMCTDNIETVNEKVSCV
MC4R ag barr: MC4R agonists recruiting beta-arrestin, primary screen, cell-based, luminescence, agonist arm of biased-ligand search | 0.98% of 360,000 active | U2OS MC4R beta-arrestin complementation; percent of melanotan II response, DMSO zero | activation, % at 8.9 µM;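 active means activation above a per-plate cutoff, the mean activation of sample wells on that plate plus 3 SD, cut at about 8% in these data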
CaV13 FRET inh: Primary screen for inhibitors of IQ motif and Ca2+-dependent inactivation inhibitor domain binding in CACNA1D, Förster resonance energy transfer in living cells, …; HEK cells, CFP/YFP FRET ICDI-IQ, plate reader, 10 min; percent FRET-ratio fall versus neutral wells; inhibition, % at 12.3 µM; 0.098% of 340,000 active;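 active means mean replicate inhibition of at least 30% and at least 1% of replicates passing that level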;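 further: 0% = median of the neutral control wells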
ABCB6 inh 2: ABCB6 transporter inhibitors, primary screen, K562-ABCB6 cells, flow cytometry, MLPCN library. 0.19% of 360,000 active. AID 602162, 2011. K562-ABCB6 porphyrin accumulation, 1 h; active compounds read low. fluorescence ratio to DMSO, % at 10 µM. ATP-binding cassette sub-family B member 6 (Homo sapiens), Q9NP58;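 active means fluorescence ratio to DMSO below 75%, the collection mean minus 3 SD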;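 further: signal is porphyrin accumulated inside mitochondria; 100% equals median channel fluorescence of DMSO control wells; lower ratio means ABCB6 inhibition with less porphyrin fluorescence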
Cardio protect: cardioprotection against H2O2-induced cell death, primary screen, uHTS, H9c2 cells, ATPLite luminescence; H9c2 cardiomyocytes, H2O2 injury protection, 2 h; protection from H2O2 cell death, % at 20 µM; 0.63% of 360,000 active; AID 588492, 2011;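 active means compounds giving at least 50% protection of heart cells from peroxide-induced death in the single-dose screen, raw or plate-pattern-corrected value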;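 further: 0% = DMSO wells with peroxide and 100% = DMSO wells without peroxide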
PDI inh: inhibitors of human PDI, primary screen, biochemical, turbidity, single point, plate reader | Protein disulfide-isomerase (Homo sapiens), P07237 | PDI insulin aggregation turbidity, A650, 90 min | inhibition, % at 10 µM | 0.052% of 350,000 active | AID 588391, 2011;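 active means mean inhibition across replicates of 30% or more, whatever share of single replicates reach that level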;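 further: absorbance from insulin aggregation driven by PDI reduction with DTT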
Target sequence (P07237 whole entry, looked up): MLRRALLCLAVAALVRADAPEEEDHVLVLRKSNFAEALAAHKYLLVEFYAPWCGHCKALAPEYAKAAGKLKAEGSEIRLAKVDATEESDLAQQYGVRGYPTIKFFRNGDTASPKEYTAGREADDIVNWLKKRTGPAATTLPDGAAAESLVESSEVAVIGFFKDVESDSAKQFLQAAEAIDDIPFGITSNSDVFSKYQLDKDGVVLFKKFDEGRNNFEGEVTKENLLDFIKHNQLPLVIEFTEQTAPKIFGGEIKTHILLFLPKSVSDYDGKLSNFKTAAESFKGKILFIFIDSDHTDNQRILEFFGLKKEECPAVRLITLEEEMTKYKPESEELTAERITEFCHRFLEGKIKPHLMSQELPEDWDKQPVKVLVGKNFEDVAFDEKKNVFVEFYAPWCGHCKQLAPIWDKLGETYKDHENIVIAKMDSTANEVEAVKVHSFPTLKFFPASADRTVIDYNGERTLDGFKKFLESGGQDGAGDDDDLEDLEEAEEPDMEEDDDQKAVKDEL
Vif inh: HIV Vif self-association inhibitors, primary screen, imaging, HEK293T, single point; HEK293T cells, Vif self-association by quenched fluorescence, 24 h; inhibition, % at 7.49 µM; 0.35% of 340,000 active; AID 602346, 2012; in the data active means inhibition above about 50%, passing the limit was not always enough; further: some results filed as inactive read as strong as hits
Starred values were filed as active, the others as inactive; · = no result given. Compounds as they come; 3.6% or so of the library scored in one or more.

1: CCn1cnc2cc(NS(=O)(=O)c3ccc(C)cc3)ccc21
2: Cn1c(=O)c2c(ncn2CC(=O)N2CCN(S(=O)(=O)c3ccc(Cl)cc3)CC2)n(C)c1=O
3: COc1cccc(OC)c1C(=O)Nc1ccc(S(=O)(=O)Nc2ncccn2)cc1
4: COc1ccccc1/C=C/C=N/N1CCN(c2ccccn2)CC1
5: CC1(c2ccccc2)NC(=O)N(CC(=O)Nc2cc(Cl)ccc2N2CCOCC2)C1=O (stereo unspecified)
6: CC(C)C(=O)Nc1ccc([N+](=O)[O-])c(C(F)(F)F)c1
7: C/C(=N\NC(=O)c1c(Br)c(C)nn1C)c1ccc(NC(=O)c2ccoc2C)cc1
8: CCN(CC(=O)Nc1ccc(NC(C)=O)cc1)C(=O)Cc1c(Cl)cccc1Cl
compound no.	1	2	3	4	5	6	7	8
MC4R antag cAMP	-2	7	-1	0	5	-2	10	-1
N-glyco inh	1	1	3	-1	2	-2	-5	-2
aDG glyco up	-0.2	-0.5	-0.1	0.0	0.2	0.6	0.1	0.0
m5-HT2A agonist	-1	1	4	0	-5	1	-8	-6
MC4R ag barr	-2.1	-2.8	0.2	0.2	-1.8	1.6	1.1	-3.4
CaV13 FRET inh	-5	-10	-2	·	-7	-5	-2	-2
ABCB6 inh 2	100	96	98	103	102	103	102	88
Cardio protect	-5	4	0	4	-6	-36	52*	1
PDI inh	5	8	-3	-7	7	-15	-20	3
Vif inh	2	6	-2	·	-1	2	1	4

The final 4 compounds of the part before come first, to join the parts.
5: CC1(c2ccccc2)NC(=O)N(CC(=O)Nc2cc(Cl)ccc2N2CCOCC2)C1=O (stereo unspecified)
6: CC(C)C(=O)Nc1ccc([N+](=O)[O-])c(C(F)(F)F)c1
7: C/C(=N\NC(=O)c1c(Br)c(C)nn1C)c1ccc(NC(=O)c2ccoc2C)cc1
8: CCN(CC(=O)Nc1ccc(NC(C)=O)cc1)C(=O)Cc1c(Cl)cccc1Cl
9: CC(=O)c1c(C)[nH]c(C(=O)OCC(=O)Nc2ccc(C)cc2[N+](=O)[O-])c1C
10: O=C(Nc1cccc(F)c1)N1CC=C(c2ccc(Cl)cc2)CC1
11: Cc1oc(-c2ccc(Cl)cc2)nc1CN1CCC(C(=O)NCCCN2CCCC(C)C2)CC1 (stereo unspecified)
12: O=S(=O)(NCc1ccccc1)c1ccc(S(=O)(=O)N2CCCC2)cc1
13: COc1ccc(S(=O)(=O)Nc2ccc3c(c2)[C@H]2C[C@H](CC(=O)NCC4CC4)O[C@@H](CO)[C@H]2O3)cc1
14: O=C(Nc1ccc2c(c1)OCO2)N1CCCC1
15: CCCOc1nnnn1-c1ccccc1
16: CCC(=O)Nc1ccc(Cl)c(NC(=S)NC(=O)c2cc3ccccc3o2)c1
compound no.	5	6	7	8	9	10	11	12	13	14	15	16
MC4R antag cAMP	5	-2	10	-1	9	-2	4	17	1	-4	11	-7
N-glyco inh	2	-2	-5	-2	-1	-2	-10	-1	0	1	1	4
aDG glyco up	0.2	0.6	0.1	0.0	6.5	0.5	2.5	0.1	-0.1	-0.2	-0.1	0.0
m5-HT2A agonist	-5	1	-8	-6	4	-10	4	4	1	-6	-2	-5
MC4R ag barr	-1.8	1.6	1.1	-3.4	0.5	-2.1	-3.1	0.7	-0.5	-1.0	0.8	8.2*
CaV13 FRET inh	-7	-5	-2	-2	-5	0	-2	-4	-2	-7	-5	-3
ABCB6 inh 2	102	103	102	88	87	87	99	94	98	97	93	99
Cardio protect	-6	-36	52*	1	-8	-16	-8	-7	0	-8	-3	2
PDI inh	7	-15	-20	3	-14	11	-1	-1	-2	-12	-1	5
Vif inh	-1	2	1	4	-2	8	-1	0	15	-9	-2	8

17: CC(=O)Nc1ccc(C(=O)NNC(=O)Cc2ccccc2)cc1
18: Cc1ccc(Cn2cc(C(=O)c3ccc(F)cc3)c(=O)c3cc4c(cc32)OCCO4)cc1
19: Cn1cnc2c(N3CCCCC3)nccc21
20: Cc1cc(OCC(=O)Nc2ccccc2C(N)=O)c2c(C)cc(=O)oc2c1
21: COc1ccc(NC(=S)N/N=C2\CC(C)(C)Oc3ccc(OC)cc32)cc1
22: COc1cc(/C=C/C(=O)OCC(=O)N2CC3(C)CC2CC(C)(C)C3)ccc1O (stereo unspecified)
23: CC(=O)c1ccccc1OCCCCN1CCCCC1
24: COc1ccccc1CNC(=O)CCCn1nc(C)c2c(C)n(-c3ccc(C)cc3)nc2c1=O
compound no.	17	18	19	20	21	22	23	24
MC4R antag cAMP	-2	11	5	-4	4	7	0	-1
N-glyco inh	4	0	2	0	-4	1	4	1
aDG glyco up	0.1	0.0	0.2	0.2	-0.1	-0.1	0.4	0.2
m5-HT2A agonist	4	1	-1	-5	0	-1	-8	1
MC4R ag barr	-1.1	-0.7	1.8	1.4	1.7	-1.7	-0.6	-2.5
CaV13 FRET inh	-7	-2	-1	·	-2	-5	0	-5
ABCB6 inh 2	100	103	91	97	94	95	104	102
Cardio protect	-6	-6	18	10	-4	5	12	-1
PDI inh	-5	·	-2	·	1	-12	12	-4
Vif inh	·	-1	4	1	3	-11	-1	-8

25: CN(CCC#N)C(=O)COC(=O)[C@H](Cc1ccccc1)N1C(=O)c2ccccc2C1=O
26: Cc1cc2nc(C3CCCCC3)c(Cc3cccc(F)c3)n2c(C)c1Br
27: OCC1OC(Oc2cccc3ccccc23)C(O)C(O)C1O (stereo unspecified)
28: O=c1cc(CN2CCOCC2)nc(C2CC2)[nH]1
29: CCOc1ccccc1NC(=O)Cn1nc(-c2ccco2)ccc1=O
30: Cc1ccc(-n2c(SCCN)nnc2-c2cccc(C)c2)cc1
31: CCOc1ccc(NC(=O)Cn2cc(C(=O)CC)c3ccccc32)cc1
32: CC1(C)CC(=O)C=C(c2ccc3c(c2)OCO3)C1
compound no.	25	26	27	28	29	30	31	32
MC4R antag cAMP	3	·	19	12	-1	-4	4	-7
N-glyco inh	-1	-6	1	1	-1	-2	1	2
aDG glyco up	0.0	-0.2	0.1	-0.1	-0.1	0.2	0.0	0.3
m5-HT2A agonist	7	-4	3	3	0	-10	-1	3
MC4R ag barr	-1.6	·	-1.1	0.2	-1.1	-3.9	-2.7	0.2
CaV13 FRET inh	-5	-5	-4	-4	-3	-5	·	-6
ABCB6 inh 2	92	99	98	101	92	95	99	102
Cardio protect	5	-9	9	16	7	7	-3	2
PDI inh	0	·	-2	5	4	1	-1	-2
Vif inh	-2	·	-17	-2	-5	-5	-5	24

33: CCN1CCC(NC(=O)Nc2cc(Cl)ccc2OC)CC1
34: CCn1cnc2cc(NCc3ccc(C)cc3)ccc21
35: COc1ccc(CC(=O)N(CCC2=CCCCC2)c2c(N)n(Cc3ccccc3)c(=O)[nH]c2=O)cc1
36: CCOc1ccc2nc(N/C(N)=N/C(=S)Nc3cccc(C)c3)nc(C)c2c1
37: CNC(=O)c1sc(Nc2cc(C)ccc2C)nc1C
38: O=C(NC1CCS(=O)(=O)C1)c1cccs1 (stereo unspecified)
39: O=C(CCCl)Nc1nnc(SCC(=O)NC2CCCC2)s1
40: CC(CC(=O)Nc1ccc(F)cc1)S(=O)(=O)c1ccc2c(c1)NC(=O)CO2 (stereo unspecified)
compound no.	33	34	35	36	37	38	39	40
MC4R antag cAMP	-8	17	7	2	1	21	19	7
N-glyco inh	-1	-3	0	2	1	0	-6	0
aDG glyco up	-0.4	0.6	1.1	1.0	-0.2	-0.2	1.1	-0.1
m5-HT2A agonist	-2	-5	1	0	-1	-1	3	-5
MC4R ag barr	-1.0	-0.5	0.5	-1.4	-2.9	0.4	1.7	-2.2
CaV13 FRET inh	-3	·	-11	-7	-6	-4	-3	-8
ABCB6 inh 2	99	105	98	102	102	101	97	103
Cardio protect	5	-5	2	10	5	-1	5	-3
PDI inh	-8	0	-10	10	-11	5	-2	6
Vif inh	5	5	·	5	-2	2	-5	-7

41: CCOc1cc(C(=O)OCc2cccc(OC)c2OC)ccc1OCC(=O)N1CCOCC1
42: Cc1[nH]nc2c1[C@@H](c1ccccc1[N+](=O)[O-])C(C#N)=C(N)O2
43: CC(C)OCCCNC(=O)C1CCC(CNS(=O)(=O)c2ccccc2)CC1 (stereo unspecified)
44: CCOC(=O)c1nc(N/N=C/c2ccccc2)sc1Br
45: CC(C(=O)N1CCOCCOCCOCC1)N1C(=O)c2ccccc2C1=O (stereo unspecified)
46: COC(=O)CCNS(=O)(=O)c1ccc2nsnc2c1
47: COc1ccc(S(=O)(=O)NCC(c2ccc3c(c2)OCO3)N2CCN(C)CC2)cc1OC (stereo unspecified)
48: O=C(Nc1ccccc1-c1nnn(CC(=O)N2CCCc3ccccc32)n1)c1ccc(Cl)cc1
compound no.	41	42	43	44	45	46	47	48
MC4R antag cAMP	1	6	17	-7	5	4	-2	14
N-glyco inh	-1	4	0	-1	0	-1	-1	3
aDG glyco up	0.0	0.0	0.4	0.1	-0.2	-0.1	0.3	0.0
m5-HT2A agonist	0	-7	0	-1	5	-1	-5	5
MC4R ag barr	1.0	-1.1	-2.8	1.4	-0.1	-1.3	-0.8	-0.3
CaV13 FRET inh	-1	-4	-3	-2	-5	-8	-13	-5
ABCB6 inh 2	91	98	99	93	99	97	96	94
Cardio protect	2	-5	2	-5	-9	-4	3	0
PDI inh	-4	2	-2	-6	-21	2	-1	3
Vif inh	-12	-10	8	-4	-2	-14	7	-14

49: Oc1ccccc1-c1n[nH]c(=S)n1Cc1ccccc1
50: CC1(C)CC(O)(CNCc2ccc3c(c2)OCO3)CCO1 (stereo unspecified)
51: C[C@H](CO)N1C[C@H](C)[C@@H](CN(C)S(=O)(=O)c2ccccc2)Oc2c(NS(=O)(=O)c3cccs3)cccc2C1=O
52: Fc1ccc(-c2cnc[nH]2)cc1
53: CCn1ccnc1CN1CCN(CCC(C)C)C(CCO)C1 (stereo unspecified)
compound no.	49	50	51	52	53
MC4R antag cAMP	7	0	10	9	1
N-glyco inh	-1	0	0	2	-1
aDG glyco up	0.2	-0.1	-0.1	0.2	0.4
m5-HT2A agonist	8	11	5	1	2
MC4R ag barr	-2.0	-1.2	-0.5	-0.7	-2.5
CaV13 FRET inh	-18	-9	-6	1	-6
ABCB6 inh 2	100	97	94	90	99
Cardio protect	-5	15	12	-12	8
PDI inh	5	0	-1	3	6
Vif inh	-5	-1	-2	10	2

Entries by screen from the entries so far:
Nos. 49 to 53 in ABCB6 inh 2 read 100, 97, 94, 90, 99
Nos. 49 to 53 in Cardio protect read -5, 15, 12, -12, 8
Nos. 49 to 53 in PDI inh read 5, 0, -1, 3, 6
